# Assay outcomes as filed in PubChem.
# CHO parental Ca = counter-screen for OX1R antagonists: effect in parental CHO cells; parental CHO-K1, ATP-induced calcium, Fluo-8 fluorescence; inhibition, % at 5.6 µM; 330,000 compounds, 0.63% hits; AID 463079;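 active = inhibition above that plate's mean sample inhibition plus 3 SD, cut at about 26% in these data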;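 note: 0% = ATP-challenged DMSO wells and 100% = DMSO wells without ATP; some compounds past the cut are filed as inactive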
#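 Material: parental CHO cells / Compound: single nominal dose of 5.6 µM per compound / Signal: Fluo-8 fluorescence / Replicates: singlicate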
# CHO-K1 Ca PAM = nonselective activator or artifact in parental CHO-K1 calcium assay; ATP EC20, Fluo-8 calcium fluorescence; 0% at ATP EC20, 100% at ATP max; activation, % at 3 µM; 360,000 compounds, 0.02% hits; AID 602247;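 active = activation above the run cutoff, the mean activation of all test compounds plus 3 SD, cut at about 40% in these data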;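 note: peak over basal fluorescence ratio in a 140 s read after ATP addition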
# CHO-K1 Ca ag = M1 agonist counterscreen hit in parental CHO-K1 cells. Fluo-8 calcium fluorescence; scaled to maximal ATP response, vehicle zero. activation, % at 3 µM. 360,000 compounds, 0.48% hits; in the data active = activation above about 15%;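 note: untransfected CHO-K1 host cells lacking M1 receptor as counterscreen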
# TAAR1 antagonist = human TAAR1 antagonism | CHO RD-HGA16 TAAR1, Fluo-8 calcium fluorescence, antagonist | AID 624466 | inhibition, % at 3 µM | Q96RJ0 | 360,000 compounds, 1.5% hits;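 active = inhibition above a per-plate cutoff, the mean inhibition of test compounds on that plate plus 3 SD, cut at about 49% in these data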;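 note: 0% = DMSO plus EC80 beta-PEA response and 100% = DMSO alone without agonist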
# Target sequence (Q96RJ0 whole entry, looked up): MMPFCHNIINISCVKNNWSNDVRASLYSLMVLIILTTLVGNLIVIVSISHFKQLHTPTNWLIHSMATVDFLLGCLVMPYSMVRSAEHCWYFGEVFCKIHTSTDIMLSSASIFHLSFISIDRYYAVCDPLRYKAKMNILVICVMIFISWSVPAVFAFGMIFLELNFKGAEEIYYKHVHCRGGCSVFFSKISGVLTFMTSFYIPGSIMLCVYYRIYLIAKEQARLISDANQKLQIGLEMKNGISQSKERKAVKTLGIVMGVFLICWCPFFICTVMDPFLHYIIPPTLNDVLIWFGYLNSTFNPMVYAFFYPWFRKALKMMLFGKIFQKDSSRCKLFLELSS
#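 System: CHO RD-HGA16 cells bearing hTAAR1. Reagent: EC80 β-phenethylamine stimulus. Schedule: seeding 17-24 h prior, 75-min 37 °C, 30-min RT dye loading. Signal: Fluo-8 intracellular calcium dye fluorescence, real-time kinetic reads. Read-out: % inhibition from peak post-agonist over basal fluorescence ratio. Benchmarks: vehicle wells and EC80 agonist wells. Replicates: n of 1.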
# CHO-K1 Ca antag = nonselective inhibitor or artifact in parental CHO-K1 cells | ATP-induced calcium, Fluo-8 fluorescence | inhibition, % at 3 µM | 360,000 compounds, 0.6% hits | AID 602250;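 active = inhibition above a per-plate cutoff, the plate's mean sample inhibition plus 3 SD, cut at about 24% in these data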;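 note: 0% = DMSO plus EC80 ATP and 100% = DMSO alone without ATP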
# TAAR1 agonist = human TAAR1 agonism; Q96RJ0; CHO RD-HGA16 TAAR1, Fluo-8 calcium fluorescence; vehicle wells 0%, saturating PEA agonist 100%; activation, % at 3 µM; 360,000 compounds, 0.99% hits; AID 624467;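 active = activation above the mean activation of all test compounds in the run plus 3 SD, cut at about 38% in these data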
#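 Repeats: no replicates (n 1) | Material: CHO-derived RD-HGA16 cells with stable Gα16 and human TAAR1 | Technique: Kinetic Fluo-8 calcium fluorescence | Schedule: 17-24 h seeding, 75 min 37 °C dye, 30 min RT | Evaluation: % activation from peak over basal fluorescence ratio, DMSO-to-PEA scaled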
# CHRM1 antagonist = human CHRM1 antagonism; P11229; CHO-K1 hM1, Fluo-8 calcium fluorescence, ACh EC80 antagonist; inhibition, % at 3 µM; 360,000 compounds, 1.3% hits; AID 588852;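 active = percent inhibition above its own plate's cutoff, namely the mean of that plate's compound wells plus 3 SD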;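 note: peak over basal fluorescence ratio during 140 s after agonist addition; 0% = ACh EC80 plus DMSO and 100% = DMSO alone without agonist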
# Target sequence (P11229 whole entry, looked up): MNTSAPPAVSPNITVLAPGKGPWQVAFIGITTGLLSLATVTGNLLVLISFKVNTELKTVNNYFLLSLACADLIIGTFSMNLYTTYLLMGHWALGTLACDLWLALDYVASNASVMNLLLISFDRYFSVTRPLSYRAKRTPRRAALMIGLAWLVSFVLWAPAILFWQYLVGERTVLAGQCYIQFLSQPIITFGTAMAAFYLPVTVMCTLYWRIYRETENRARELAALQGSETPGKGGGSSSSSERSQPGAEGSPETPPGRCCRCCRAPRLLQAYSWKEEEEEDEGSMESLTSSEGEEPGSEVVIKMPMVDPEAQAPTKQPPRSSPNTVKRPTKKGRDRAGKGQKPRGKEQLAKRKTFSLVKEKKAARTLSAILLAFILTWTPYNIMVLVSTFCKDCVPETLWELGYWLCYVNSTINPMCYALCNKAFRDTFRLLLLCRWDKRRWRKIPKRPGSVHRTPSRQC
# M1 ag = agonists of human M1 muscarinic receptor; CHO-K1 hM1, Fluo-8 calcium fluorescence, agonist mode; 0% DMSO, 100% acetylcholine EC100; P11229; 360,000 compounds, 0.33% hits; activation, % at 3 µM;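 active = activation above the run's mean compound activation plus 3 SD, cut at about 16% in these data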;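 note: peak over basal fluorescence ratio within a 140 s kinetic read after compound addition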
# M1 PAM = positive allosteric modulators of human M1 muscarinic receptor. P11229. CHO-K1 hM1, Fluo-8 calcium fluorescence, ACh EC20; 0% = ACh EC20, 100% = maximal ACh. activation, % at 3 µM. 360,000 compounds, 0.088% hits. AID 588819; in the data active = activation above about 19%, passing the limit was not always enough
# Numbers without * were called inactive; . = no result given.
SMILES,CHO parental Ca,CHO-K1 Ca PAM,CHO-K1 Ca ag,TAAR1 antagonist,CHO-K1 Ca antag,TAAR1 agonist,CHRM1 antagonist,M1 ag,M1 PAM
COc1ccc(CN2C(=O)c3ccccc3C2c2nnnn2-c2c(C)cccc2C)cc1OC (stereo not given),.,-11,1.3,-16,5,2,.,.,.
Fc1ccc(NC(=S)Nc2cccc3cnccc23)cc1,-4,0,1.7,-11,-12,10,17,-3,-6
CCc1nnc(NC(=O)CCC(=O)NCc2ccccc2OC)s1,0,9,0.9,2,13,2,-2,0,13
Cn1cc(-c2ccc(C(=O)Nc3cccc(Oc4ccccc4)c3)c3occc23)cn1,.,11,1.1,13,-14,5,-5,2,4
O=C(NC1CCCCCCC1)C1CCN(S(=O)(=O)N2CCC3(CC2)OCCO3)CC1,-16,1,0.2,-13,-6,11,6,-3,0
COc1ccc(-n2c(-c3ccc(C)cc3)n[nH]c2=S)cc1,-12,6,2.2,14,-5,5,1,-4,8
COCOCCn1cc(CN2CCS(=O)(=O)N(Cc3ccc(-c4cccc(CO)c4)cc3)C(C(C)C)C2=O)nn1 (stereo not given),.,22,1.0,2,-10,5,-12,-3,8
Cn1c(=O)c2c(nc(SC3C(=O)CC(C)(C)CC3=O)n2C)n(C)c1=O,-3,26,1.8,-18,-6,5,-12,-5,12
[O-][n+]1cccc2cccc(O)c21,.,-20,0.5,9,-1,1,-11,-2,9
COC(=O)CSc1nnc(SCc2ccc(Cl)cc2)s1,-12,4,0.3,-13,7,4,2,-6,4
O=C(CN1CCOCC1)Nc1ccc(Br)cn1,-7,12,0.4,2,1,7,11,-3,-7
CC1=CC(C)(C(Cl)(Cl)Cl)C(C)=CC1=NO (stereo not given),.,4,-0.2,-13,-1,-1,10,-9,-9
COc1ccccc1CNC1CCCc2ccccc21 (stereo not given),.,15,2.2,4,-8,8,-8,-6,-1
O=C(NCCc1ccccc1)C1CCN(C(=O)Nc2ccccc2)CC1,-13,3,-0.3,2,5,3,-6,-3,10
COc1ccc(C2=NS(=O)(=O)N(C)C(C(=O)N(C)Cc3ccccc3)=C2)cc1OC,-3,24,7.4,52*,-6,7,-11,-5,-7

# Another view of some results above:
canonical_smiles	CHO parental Ca	CHO-K1 Ca PAM	CHO-K1 Ca ag	TAAR1 antagonist	CHO-K1 Ca antag	TAAR1 agonist	CHRM1 antagonist	M1 ag	M1 PAM
COC(=O)CSc1nnc(SCc2ccc(Cl)cc2)s1	-12	4	0.3	-13	7	4	2	-6	4
[O-][n+]1cccc2cccc(O)c21	.	-20	0.5	9	-1	1	-11	-2	9
Cn1c(=O)c2c(nc(SC3C(=O)CC(C)(C)CC3=O)n2C)n(C)c1=O	-3	26	1.8	-18	-6	5	-12	-5	12
Cn1cc(-c2ccc(C(=O)Nc3cccc(Oc4ccccc4)c3)c3occc23)cn1	.	11	1.1	13	-14	5	-5	2	4
COc1ccc(C2=NS(=O)(=O)N(C)C(C(=O)N(C)Cc3ccccc3)=C2)cc1OC	-3	24	7.4	52*	-6	7	-11	-5	-7
O=C(CN1CCOCC1)Nc1ccc(Br)cn1	-7	12	0.4	2	1	7	11	-3	-7

# Other records
SMILES,CHO parental Ca,CHO-K1 Ca PAM,CHO-K1 Ca ag,TAAR1 antagonist,CHO-K1 Ca antag,TAAR1 agonist,CHRM1 antagonist,M1 ag,M1 PAM
Cn1nc(C(=O)N2CCN(C(c3ccccc3)c3ccccc3)CC2)c2ccccc2c1=O,-31,29,2.0,-46,-16,1,-5,-7,-2
COC(=O)c1cn(Cc2ccc(C(F)(F)F)cc2)cc(F)c1=O,-17,2,0.2,11,-6,0,-8,-8,7
CC(C)(C)OC(=O)N1CCC(C(=O)N[C@H](C(=O)O)c2ccccc2)(c2ccccc2)CC1,-5,-3,0.3,-3,-2,3,6,-4,-6
Cc1cc(C)cc(NC(=O)COC(=O)CCCNC(=O)c2ccc(Cl)cc2)c1,-23,14,0.2,-7,-1,3,-5,-8,8
CC(=O)c1cc(CN2CCC(N3CCC(C(=O)NC(C)C)CC3)CC2)cs1,-10,7,0.0,7,-3,17,9,-11,-11
CCC(=O)Oc1ccc(/C(CC)=C(\CC)c2ccc(OC(=O)CC)cc2)cc1,13,10,0.3,-24,5,0,-22,-3,1
COc1ccc(C2C(C(=O)N3CCOCC3)=C(C)NC3=C2C(=O)CC(C)(C)C3)c(OC)c1 (stereo not given),-6,5,0.3,-7,1,3,-2,-2,4
CCOC(=O)C1CCN(C(=O)/C(=C/c2ccccc2)NC(=O)c2ccccc2)CC1,-20,12,16*,1,-8,1,-10,-4,1
O=C(COc1ccc(Cl)cc1)NCc1nnc(SCC(=O)N2CCCc3ccccc32)o1,-22,21,0.7,6,-13,11,-7,-2,5
Cc1cccc(-n2c(-c3ccco3)n[nH]c2=S)c1,7,9,0.2,-9,-3,-1,-5,-7,5
Cc1ccc(NC(=O)c2oc3ccccc3c2C)c([N+](=O)[O-])c1,-18,13,0.1,4,4,3,-5,-9,9
COc1ccccc1OCc1nnc(SCC(=O)NCc2ccco2)n1Cc1ccco1,-11,6,0.8,2,5,9,-7,-2,6
Nc1nc(Nc2ccccc2Cl)cc(=O)[nH]1,5,-3,0.1,0,-11,5,-16,-5,6
Clc1ccc2nc(SCc3nnc(-c4ccccc4)o3)[nH]c2c1,2,23,1.6,7,-10,14,-2,-5,0
CCOCCCNC(=O)c1cn(CC(C)C)c(=O)c2c1c1ccccc1n2C,-20,-2,3.8,5,-24,9,-1,-4,6
CC(O)(c1cccnc1)c1nc(-c2cccc(C(F)(F)F)c2)cs1 (stereo not given),.,12,7.3,-20,0,3,19,0,-7
Cn1c(-c2ccc(-c3ccccc3)cc2)c[nH]c1=S,-7,19,0.7,-6,-7,12,12,-6,-9
O=C(Nc1nnc(C2CC2)s1)C1Cc2ccccc2CN1S(=O)(=O)c1cccs1 (stereo not given),1,18,-0.3,-17,-7,8,-4,-2,2
Cc1ccc(Cn2cnc3sc4c(c3c2=O)CCC4)c(C)c1,-15,16,0.3,25,-6,6,-18,-4,5
CCOc1cccc2c1OC1(C)CC2NC(=O)N1c1ccc(OC)cc1 (stereo not given),-16,17,2.0,5,-12,9,-4,-1,3
CN1C(=O)[C@@H]2[C@H](C1=O)[C@@H]1C(=O)Nc3ccccc3C(=O)N1[C@@H]2c1ccc(Br)cc1,-5,1,0.3,2,-1,4,4,-6,6
Cc1cccc(NC(=O)Nc2cccc(C#N)c2)n1,-13,12,0.5,8,-21,-1,-4,-1,2
Cc1[nH][nH]c(=O)c1C=NCc1cccs1,-10,26,1.0,-6,-16,7,-10,-4,12
COc1ccc(/C=N/NC(=O)c2cnccn2)c(OC)c1OC,-6,-10,1.0,-20,-4,3,-6,-3,5
COc1ccc(OC)c(N2C(=NC(=O)C3CCCCC3)SC3CS(=O)(=O)CC32)c1 (stereo not given),-15,-12,0.3,-10,7,1,5,0,-1
CCn1c(SCC(=O)Nc2nccs2)nnc1-c1cccnc1,6,3,0.0,-16,-4,2,3,-3,5
Cc1cc(=O)c(C(=O)O)nn1-c1ccccc1[N+](=O)[O-],-1,12,-0.4,-1,-13,0,7,2,13
CCOc1ccc(C(=O)NNC(=O)CCNC(=O)c2ccco2)cc1OC,-6,2,0.8,-8,-12,4,-9,-2,4
Cc1[nH]n(C(N)=S)c(=O)c1N=Nc1ccc(Cl)cc1Cl,-2,-11,2.5,-15,-9,3,-3,-1,4
COc1ccc2cc(C3CC(c4cccs4)=NN3S(C)(=O)=O)c(Cl)nc2c1 (stereo not given),-9,-1,1.9,12,-3,4,0,-5,0
CCOC(=O)c1c(C)[nH]c(C(C)=NNC(=O)c2cccs2)c1C,-19,-10,0.2,14,-13,14,3,-1,6
Cc1ccc(CNC(=O)c2nn(C)c(C)c2[N+](=O)[O-])cc1,12,27,4.1,-16,-6,-1,-8,-6,-1
COc1cc(CN2CCC(C(=O)N3CCN(c4ccccc4F)CC3)CC2)ccc1O,-8,8,0.3,15,0,0,-1,-6,3
COc1ccc(CCNC(=O)C2(C)CCC(=O)N2Cc2ccc3c(c2)OCO3)cc1OC (stereo not given),-15,9,0.5,-1,-1,0,-3,-1,3
COc1ccccc1C1NC(=O)NC(C)=C1C(=O)OC1CCC(C)CC1 (stereo not given),-20,20,0.5,-31,-7,-2,-11,-3,6
CCC1=C(OC(=O)N(CC)CC)N2C(=O)OC(=NCc3ccccc3)[C@]2(C)[C@H]2C1=CC[C@H]1C(=O)NC(=O)[C@H]12,-14,-11,-0.1,9,-9,10,-1,-1,7
CC(C)(C)NC(=O)Cn1nnc(-c2ccccc2NC(=O)c2ccco2)n1,-4,14,0.4,13,-6,8,-6,-3,3
COc1cc(C(=O)N2CCc3ccccc32)cc(OC)c1OC,-2,11,0.3,1,-5,1,-16,-3,12
O=C(CSc1nc2scc(-c3ccco3)c2c(=O)n1-c1ccccc1)NCC1CCCO1 (stereo not given),-20,2,0.1,7,4,5,0,-4,-5
Cc1nc(CSc2ccc(Cl)cc2)cc(N2CCOCC2)n1,-5,-4,0.1,-4,16,5,-23,7,16
Cc1ccc(S(=O)(=O)N2CCCCC2)cc1NC(=O)COC(=O)CN1C(=O)NC2(CC(C)CC(C)(C)C2)C1=O (stereo not given),.,23,6.3,-9,3,9,2,-2,8
C/C(=C\C(=O)c1ccc(Cl)cc1)Nc1ccc(Br)cc1,-17,17,0.5,3,-9,14,-23,-3,4
O=C(Cc1cccc(NC(=O)C2CCCN(C(=O)C3CC3)C2)c1)Nc1ccc(C(=O)N2CCOCC2)cc1 (stereo not given),.,23,0.0,0,-15,0,-14,-3,9
Cc1nc(CCNC(=O)C2CCC(=O)N(Cc3cccc(F)c3)C2)sc1C (stereo not given),-14,15,1.7,-16,-13,1,-14,-4,8
CS(=O)(=O)n1nc(-c2ccco2)nc1N,-10,15,0.4,3,-3,2,-7,-5,11
Cc1ccc(S(=O)(=O)Nc2cccc(C(=O)N3CCOCC3)c2)cc1,-6,11,0.1,-10,-18,-1,-10,-4,4
COc1ccc(Br)cc1/C=C/C(=O)NC(=S)Nc1ccc(CN2CCOCC2)cc1,-24,5,0.7,3,-7,-1,1,-3,-2
CCOC(=O)COc1ccc2nsnc2c1Cl,-5,23,0.4,6,-14,1,-6,-4,4
CCN(CC)C(=O)CSc1nc(-c2ccc(C)cc2)nc2c1COC(C)(C)C2,-30,12,0.2,-5,2,10,1,-7,0
CC(C)(C)n1nnnc1C(c1cccs1)N1CCN(C/C=C/c2ccccc2)CC1 (stereo not given),.,-10,-0.3,-12,-5,1,16,-7,-23
COc1ccccc1OC(=O)CCc1nc2ccccc2s1,-22,17,0.3,-15,-9,1,11,-6,-8
COCCNc1nc2cc(-c3cccc(C(F)(F)F)c3)sc2c(=O)n1C,.,3,0.5,-4,-6,0,-19,0,21

# No enrichment for hits; 4.4% or so of the library scored in one or more.
